Hep lipid drop: hepatic lipid droplet formation modulation. AML12 mouse hepatocytes, oleate lipid droplets, BODIPY imaging. inhibition, % at 6.5 µM. actives 0.4% (n = 240,000). AID 1656;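 active = lipid droplet intensity inhibited by at least 50%, with more than 500 cells counted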
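Test system: AML12 hepatocytes (mouse); reagent: oleate loading, 100 µM; dosing: one dose, 6.5 µM compound; incubation: overnight exposure; signal: fluorescence imaging, 20x objective, two fields per well; read-out basis: % inhibition of corrected integrated BODIPY droplet signal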
Salmonella PhoP GFP: PhoP-dependent GFP reporter repression – Salmonella Typhimurium, primary screen (AID 1863); S. Typhimurium PhoP-regulated promoter GFP reporter, 4 h; higher % means a stronger effect; inhibition, % at 50 µM, or IC50 in µM where a hit was titrated; actives 0.16% (n = 300,000);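 active = inhibition over 29.93%, a cutoff 3 SD above the screen mean, later confirmed by dose response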;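 also: 0% = low Mg2+ inducing control and 100% = high Mg2+ repressing control; strong numbers were not always called active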
T cell modulator: T cell immune modulators affecting CD8 T cell-vesicle binding. 2C CD8+ T cell-vesicle binding, flow cytometry; hits give low values. calls only at 7 µM. actives 0.068% (n = 330,000);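 active = response, share of CD8 T cells binding vesicles, and their 90th percentile fluorescence all below set limits, cut at about 80% in these data, passing the limit was not always enough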
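Assay system – 2C mouse CD8+ T cells · Also added – QL9-loaded Drosophila micro-vesicles · Timing – Cell–vesicle co-incubation 1.5 h at 37 °C, staining 20 min on ice · Signal – flow cytometry of vesicle-bound cells · Measure – percent CD8+ FL2 mean versus row control · Controls – Peptide-free naked vesicles (low) and QL9 vesicles with 0.7% DMSO vehicle (high)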
Dynein cargo inh: dynein cargo transport inhibition; 3617.4 mouse cells, GR-EGFP nuclear translocation imaging; test concentration mostly 20 µM; stimulated with dexamethasone, 1 µM; hits give low values; z-score, hits read low; actives 0.47% (n = 220,000);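 active = plate z-score of nuclear minus cytoplasmic receptor signal below a set negative limit, without overly bright fluorescence or cell loss, cut at about -3.5 in these data, passing the limit was not always enough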;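 also: z-score of nuclear minus cytoplasmic ring GR-EGFP intensity difference per well; some compounds called inactive have numbers as strong as hits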
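Medium: Induction medium lacking tetracycline, stripped serum | Probe or stimulus: 1.0 µM final dexamethasone stimulus | Schedule: 48 h induction, then 1 h compound, then 30 min agonist, 37 °C | Signal: Automated 10x imaging of fixed Hoechst-stained cells | Evaluation: Per-cell GR-EGFP intensity, nucleus versus surrounding cytoplasmic ring, well-averaged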
bCat nuc transl: modulators of beta-catenin nuclear translocation | HeLa beta-catenin nuclear translocation, immunofluorescence imaging | nuclear translocation activity, % at 5 µM | actives 0.3% (n = 190,000) | AID 1665;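 active = nuclear translocation activity above 50% at 5 µM, with a well cell count of 50 or more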;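 also: per-cell ratio of nuclear to cytoplasmic median beta-catenin stain intensity; plate controls were DMSO negative control for no effect and GSK-3 inhibitor IX positive control for full effect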
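System: HeLa cells, endogenous beta-catenin; compound dosing: 5 µM primary single dose, 0.1% DMSO, 0.02–20 µM confirmation series; incubation: 24 h compound exposure at 37°C, 5% CO2; signal: beta-catenin immunofluorescence imaging with DAPI; evaluation: % activation, nuclear-to-cytoplasmic median beta-catenin signal ratio per cell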
CSM14.1 death rescue: rescue of cells from ER stress-induced death, primary screen, 384-well, CSM14.1, thapsigargin, ATP luminescence (AID 1222). cellular ATP content (survival), % at 20 µM; hits with a dose series show EC50 in µM. 190,000 tested, under 10 active. CSM14.1 thapsigargin-induced death rescue, ATP luminescence; higher % means a stronger effect;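 active = EC50 below 50 µM in the dose-response confirmation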;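 also: death triggered by thapsigargin at about 15 µM added after 2 h compound pretreatment; cell ATP read after overnight thapsigargin exposure of roughly 18 to 22 hours; normalized against plate controls of thapsigargin alone and 5% DMSO vehicle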
Ins promoter up: MIN6 insulin promoter up-regulation. MIN6 insulin promoter-GFP reporter, high-content imaging; hits give high values. z-score at 5 µM. actives 0.3% (n = 190,000). AID 1625;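 active = z-score above 3 at 5 µM with at least 500 cells counted in the well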
Autophagy HCS: alters autophagy in cells; actives 0.98% (n = 190,000); calls only at 10 µM (by protocol); AID 463193; MEF GFP-LC3 puncta imaging; test concentration mostly 10 µM;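 active = percentage of spot-positive cells more than 3 SD above its plate mean, without a fluorescence outlier flag or 80% toxicity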;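 also: spot-positive cell cutoff set from DMSO-treated cells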
MT stabilizer: microtubule stabilizers in HeLa cells; HeLa tubulin immunostaining HCS, 24 h; share of cells brighter than vehicle mean+2SD; % tubulin-high responders, % at 10 µM; actives 0.83% (n = 200,000);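 active = plate Z-score above 3 for both tubulin-high and condensed-nucleus cell shares, with cell loss under 80%, at 10 µM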;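 also: anti alpha tubulin signal scored within the nucleus-defined area of each cell; some results filed as inactive read as strong as hits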
Dynein cargo inh cytoplasmic EGFP: recorded beside Dynein cargo inh, whose call it bears; z-score; measured here: cytoplasmic GR-EGFP intensity; hits give high values
Dynein cargo inh nuclear GR-EGFP: also measured in Dynein cargo inh; calls as there; z-score; measured here: nuclear GR-EGFP intensity;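 lower value marks the stronger effect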
Dynein cargo inh cell count: recorded beside Dynein cargo inh, whose call it bears; z-score; measured here: cell count per field
Ins promoter up cell count: also measured in Ins promoter up; calls as there; cell count; measured here: cytotoxicity, nuclei count;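 total cells summed across four imaged fields per well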
Hep lipid drop cells 6.5 µM: also measured in Hep lipid drop; calls as there; cell count; measured here: cell count, cytotoxicity flag;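 cells counted across two imaged fields per well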
bCat nuc transl cell count 5 µM: second read-out of bCat nuc transl, no call of its own (marks repeat the call); cell count; measured here: cell count, cytotoxicity flag
T cell modulator vesicle-bound %: second read-out of T cell modulator, no call of its own (marks repeat the call); double positive events, %; measured here: CD8+ vesicle-bound cell fraction;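 binding gate set so that unloaded-vesicle control wells show 10% double positive cells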
MT stabilizer Hoechst-high %: recorded beside MT stabilizer, whose call it bears; % Hoechst-high responders; measured here: nuclear condensation Hoechst responders;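 share of cells brighter than vehicle mean plus two SD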
MT stabilizer cytotoxicity %: recorded beside MT stabilizer, whose call it bears; toxicity, %; measured here: cytotoxicity by cell density;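 0% = mean cell density of plate MIN control wells and 100% = no cells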
Autophagy HCS cell loss 18 h: recorded beside Autophagy HCS, whose call it bears; toxicity, %; measured here: cell loss, nuclei count;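 cell loss after 18 h compound exposure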
Numbers without * were called inactive; i = inactive; / = no result given; + = active, no number; & = joins results of further samples.

Molecule	Dynein cargo inh cell count	bCat nuc transl	T cell modulator	Salmonella PhoP GFP	bCat nuc transl cell count 5 µM	MT stabilizer Hoechst-high %	MT stabilizer	T cell modulator vesicle-bound %	Ins promoter up	Ins promoter up cell count	Dynein cargo inh	Hep lipid drop cells 6.5 µM	MT stabilizer cytotoxicity %	Hep lipid drop	Autophagy HCS cell loss 18 h	CSM14.1 death rescue	Dynein cargo inh cytoplasmic EGFP	Autophagy HCS	Dynein cargo inh nuclear GR-EGFP
S=c1[nH]nc(COc2ccc3ccccc3c2)o1	0.5	-2.4	i	-18%	1124	2.0	2.5	60	/	/	-0.18	718	5.2	-18	-1	4.0%	-0.26	i	-0.28
O=C(C1CC1)N1CCc2cc(Br)cc(S(=O)(=O)NCC3COc4ccccc4O3)c21 (stereo unspecified)	-0.036	3.5	i	2%	1163	2.1	6.6	57	-1.1	1233	-0.56	696	10	-17	16	0.5%	-0.19	i	0.035
Cc1cc(C)c([N+](=O)[O-])cc1-c1ccc(/C=N/NC(=O)c2nonc2N)o1	-0.51	-5.5	i	-6%	1182	1.4	2.9	47	-0.34	920	0.25	720	2.4	-2	-16	-0.8%	0.087	i	0.47
Cc1ccc(N=Cc2cccc(O)c2O)c(C)c1	-0.0029	-3.8	i	5%	958	2.7	2.4	18	0.07	1566	-0.38	/	14	/	-1	0.2%	-0.19	i	-0.024
O=C(NC(=S)N1CCN(CCO)CC1)C12CC3CC(CC(C3)C1)C2	0.39	-2.9	i	5%	775	2.3	2.6	48	-0.35	1525	-0.017	542	8.0	4	5	-1.2%	-0.13	i	0.15
CCOc1ccccc1C(=O)N[C@H](C(=O)NCc1ccccc1)C(C)C	0.71	-3.4	i	-2%	988	1.2	1.2	54	/	/	-0.58	638	3.7	-28	5	1.1%	-0.23	i	-0.36
CCOc1ccc(NC(=O)C2CCC(C)(C(=O)O)C2(C)C)cc1 (stereo unspecified)	0.38	-1.6	i	-13%	1178	2.1	3.8	44	3.6*	906*	0.091	/	5.5	/	-8	-1.0%	-0.17	i	0.39
c1nnc(-c2ccc3c(c2)OCO3)o1	0.03	-1.3	i	5%	1086	2.4	2.6	52	-1.3	1295	-0.42	694	6.5	8	6	-1.3%	-0.33	i	0.18
COc1ccc(C(=O)N2CCC(C(=O)Nc3ccc4c(c3)OCO4)CC2)cc1	0.21	2.1	i	5%	1060	1.9	1.8	60	0.85	1332	-0.3	525	7.5	-18	3	-2.3%	-0.27	i	-0.4
O=C(CCN1CCCCC1)N/N=C/c1c[nH]c2ccccc12	0.34	1.9	i	-4%	1269	/	/	35	-0.77	1026	0.31	686	/	5	/	/	-0.24	/	0.54
Cn1cnnc1SCCC(=O)Nc1ccccc1	0.99	-0.1	i	6%	1267	1.8	1.6	14	-0.62	1233	-1.1	/	1.8	/	-5	0.6%	0.18	i	-0.42
Cc1ccc(NC(=O)CSc2nnc(-c3cnccn3)n2-c2ccccc2)cc1	0.1	-0.9	i	-9%	926	1.4	2.7	43	-0.23	1421	0.12	/	3.5	/	3	2.1%	-0.16	i	0.44
C[C@]12CC[C@@H]3c4ccc(OS(=O)(=O)O)cc4CC[C@H]3[C@@H]1CCC2=O	0.67	-2.5	i	-3%&4%&1%	559	3.3	2.7	18&68&31	/	/	-0.003	720	0.9	8	6	-2.0%	-0.29	i	0.18
COc1ccc(C)cc1S(=O)(=O)N(C)CC(=O)N1CCCCCC1	0.72	/	i	4%	/	1.8	3.5	16	-0.79	1283	0.79	662	3.7	-3	-2	-2.1%	-0.24	i	0.2
Cc1ccc(NS(=O)(=O)c2ccc(Br)s2)nc1	0.47	-2.3	i	2%	955	1.2	1.8	51	0.81	1723	-0.2	680	1.8	-17	-18	-1.3%	-0.17	i	0.019
CCCCCCCCOC(=O)C[N+](C)(C)C/C=C(/C)Cl	0.11	1.8	i	2%	458	4.6	1.9	52	-0.18	908	0.18	526	7.5	1	-3	-2.1%	-0.32	i	-0.11
O=C(COC(=O)Cc1ccc(-c2ccccc2)cc1)NCc1ccccc1	0.78	0.7	i	6%	451	2.9	0.9	30	-0.01	1190	-0.62	676	9.3	10	7	-1.5%	-0.33	i	-0.62
COc1ccc(N(C)C(=O)c2cc3c(s2)-c2ccccc2S(=O)(=O)C3)cc1	-0.06	-1.0	i	1%	1307	/	/	16	0.47	1109	-0.098	665	/	2	/	/	-0.22	/	0.4
O=C(Cn1cc2c(n1)CCCC2)NCc1cccnc1	0.95	-0.4	i	-8%	1032	1.6	5.8	67	2.8	1345	-0.13	497	7.6	3	5	/	-0.2	i	0.26
O=C(NCC1CCCO1)c1ccc2nc(N3CCCCC3)sc2c1 (stereo unspecified)	1.1	0.3	i	12%	1106	2.7	3.7	36	0.8	1363	-0.82	510	8.7	3	-14	/	-0.26	i	-0.12

Continued.
Molecule	Dynein cargo inh cell count	bCat nuc transl	T cell modulator	Salmonella PhoP GFP	bCat nuc transl cell count 5 µM	MT stabilizer Hoechst-high %	MT stabilizer	T cell modulator vesicle-bound %	Ins promoter up	Ins promoter up cell count	Dynein cargo inh	Hep lipid drop cells 6.5 µM	MT stabilizer cytotoxicity %	Hep lipid drop	Autophagy HCS cell loss 18 h	CSM14.1 death rescue	Dynein cargo inh cytoplasmic EGFP	Autophagy HCS	Dynein cargo inh nuclear GR-EGFP
C/C(=N\NC(=O)C1CC1(c1ccccc1)c1ccccc1)c1cccc([N+](=O)[O-])c1 (stereo unspecified)	0.29	-2.0	i	-14%	1066	1.6	1.6	38	-0.03	1356	0.27	676	1.7	-22	10	0.6%	-0.24	i	0.26
CS(=O)(=O)N1CCN(c2ncccn2)CC1	0.89	0.0	i	3%	1055	1.2	3.9	/	/	/	0.12	500	1.1	37	-13	-3.1%	-0.27	i	0.04
Cc1sc2nc(CN3CCCC3)nc(N3CCN(C(=O)c4ccco4)CC3)c2c1C	0.41	5.4	i	1%	1026	2.3	4.6	37	-0.5	1112	-0.88	642	19	-16	16*	0.8%	-0.2	+	0.067
CCCNc1nc(=S)n(-c2ccccc2)c(C)c1C(C)=O	1.2	-7.3	i	-10%	1140	1.4	4.7	63	-0.78	1562	-0.68	672	3.0	-1	-23	1.4%	0.45	i	-0.24
Cc1cc(C(=O)COC(=O)c2ccc(O)cc2)c(C)n1CCc1ccc(F)cc1	-1.4	0.1	i	10%	1098	1.5	1.2	38	0.1	1659	2.2	631	4.7	-10	2	1.0%	-0.092	i	1.1
COCC(C)OC(=O)c1c(N)n(CC(C)C)c2nc3ccccc3nc12 (stereo unspecified)	0.59	0.3	i	-6%	1206	1.4	2.1	34	-0.81	962	-0.72	756	9.4	-2	0	3.7%	-0.18	i	-0.15
CC1=C(CC/C(C)=N/NC(N)=S)C(C)(C)CCC1	-0.56	11	i	1%	289	1.7	2.2	44	/	/	0.26	788	4.4	-14	2	-2.6%	-0.24	i	0.56
Cc1ccnc(NC(=O)CCC(=O)N(CC(=O)NCCc2ccccc2)Cc2ccco2)c1	0.82	1.2	/	2%	1404	2.1	2.2	/	-0.89	1134	-0.57	/	10	/	-3	-1.6%	-0.22	i	-0.12
COc1cc2nc(C3CCC3)n(NC(=O)COc3ccccc3)c(=O)c2cc1OC	-1.4	-4.3	i	17%	962	1.6	2.5	19	0.81	1178	2	/	1.3	/	1	0.1%	0.24	i	1.6
Cc1cccc(/N=C/c2nc(-c3ccccc3Br)oc2O)n1	0.9	-1.0	i	8%	1095	1.7	2.4	49	0.42	1238	-0.019	720	8.6	-22	-10	-0.4%	0.056	i	-0.27
O=C(c1cccc(Cl)c1)N1CCN(Cc2ccccc2F)CC1	-0.063	-0.4	i	10%	1222	2.0	3.0	24	0.66	1149	-0.55	762	33	4	0	0.1%	-0.23	i	-0.01
CC1(C)CC(=O)C2=C(C1)N1CCCCC1CC2=O (stereo unspecified)	1.2	-7.2	i	-12%	955	3.8	5.5	28	0.21	1321	-0.88	/	4.2	/	-40	-0.8%	-0.33	i	-0.63
COC(=O)c1ccc(-c2ccc(OC)c([C@H]3[C@H]4C=CC[C@@H](C)[C@@H]4C(=O)N3Cc3ccccc3)c2)cc1	0.29	-0.7	i	-8%	1163	/	/	32	/	/	-0.46	628	/	-2	/	/	-0.8	/	-0.065
CC1Cc2ccccc2N1C(=O)CSCC(=O)O (stereo unspecified)	-0.13	/	i	13%	/	2.4	4.5	35	/	/	-0.12	/	9.2	/	-5	-1.6%	-0.32	i	0.15
COc1ccc(CNC(=O)c2cc(C3CC3)on2)cc1	-0.25	-0.3	i	-2%	1115	2.5	4.6	32	-1.1	1018	-0.67	/	3.1	/	-7	5.2%	-0.1	i	-0.33

High-throughput results: PubChem BioAssay, several laboratories
